Assay outcomes from PubChem.
QS inhibitor = blocks AIP-induced quorum sensing reporter in S. aureus | 24,000 compounds, 0.3% hits | inhibition, % at 2 µM | S. aureus RN6390 RNAIII-GFP reporter, flow cytometry 3 h | AID 527;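 active means share of bacteria positive for the green fluorescent reporter and its mean brightness both inhibited by 50% or more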;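 further: 0% = AIP-stimulated control and 100% = unstimulated bacteria without AIP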
QS inhibitor GFP MFI % = second read-out of QS inhibitor, no call of its own (marks repeat the call); inhibition, %; measured here: inhibition of GFP MFI
* = called active by the depositor. These rows are one share of the data; count on the stated rates, not on these rows.

Results follow in this order: QS inhibitor	QS inhibitor GFP MFI %
- Cc1ccccc1CS(=O)(=O)Cc1ccc(C(=O)NCC2CCCO2)o1 (stereo not drawn)
→ -1.2	0.3
- Cn1c(Cn2c(=O)sc3ccccc32)nnc1SCC(=O)N1CCN(c2ccccc2)CC1
→ -8.4	-15.2
- COc1ccc(OC(C)C(=O)N2CC(C)OC(C)C2)cc1 (stereo not drawn)
→ -4.7	-18.1
- CCC(C)C(=O)Nc1nc2c(s1)C(=O)CC(C)(C)C2 (stereo not drawn)
→ -0.7	1.0
- Cc1cc(NC(=O)CSc2nc3ccccc3n2CC(=O)N2CCCCC2)no1
→ -1.1	5.7
- CCOc1ccc(NC(=O)CN(C)CC(=O)NC2CCCc3ccccc32)cc1OCC (stereo not drawn)
→ 0.0	13.9
- CNC[C@H](O)c1cccc(O)c1
→ 0.9	8.8
- COc1ccc(NC(=O)CCS(=O)(=O)c2cccc3nonc23)c(OC)c1
→ -0.4	15.0
- CCOC(=O)c1sc(NC(=O)CNC(=O)Cn2cnc3sc(C)c(C)c3c2=O)nc1C
→ 3.4	10.7
- Cc1ccc(C(=O)Nc2c3c(nn2C(C)(C)C)CS(=O)(=O)C3)cc1C
→ -0.8	-13.6
- C=CCOC(=O)C1=C(C)OC(N)=C(C#N)C1c1ccc(F)cc1 (stereo not drawn)
→ -2.9	-8.3
- CCC1(c2ccccc2)C(=O)NCNC1=O
→ 0.0	14.7
- Cc1oc(-c2ccc(Cl)cc2)nc1CS(=O)CC(=O)NCCN1CCCC1 (stereo not drawn)
→ -0.9	-2.7
- O=C(NCc1ccccc1)c1ccc(F)c(S(=O)(=O)N2CCOCC2)c1
→ -3.0	-5.1
- CN(C(=O)c1cc2n(n1)C(C(F)(F)F)CC(c1ccco1)N2)c1ccc(OC(F)(F)F)cc1 (stereo not drawn)
→ -0.7	8.7
- COc1ccc(C(=O)O)cc1NS(=O)(=O)c1cccc2nsnc12
→ -5.7	-36.5
- C/C=C/Cn1c(SCCCc2ccccc2)nc2c1c(=O)[nH]c(=O)n2C
→ 0.2	9.6
- Cc1ccc(-c2cc(C)nc3ncnn23)cc1
→ 1.9	2.6
- O=C(NC1CCCCC1)c1sc(=S)n2c1[nH]c(=O)c1ccccc12
→ -0.1	14.1
- COC(=O)c1c(C(C)=O)cnc2ccc(Br)cc12
→ 6.8	23.8
- Cc1[nH]c(=O)[nH]c(=O)c1S(=O)(=O)N1CCCC(C(=O)N2CCN(c3ccccc3Cl)CC2)C1 (stereo not drawn)
→ 2.7	6.7
- CC1CCN(C(=O)C(Cc2ccccc2)n2cccc2)CC1 (stereo not drawn)
→ -2.2	3.3
- CC(=O)c1c(C)[nH]c(C(=O)NC2=NCCS2)c1C
→ -1.3	5.6
- O=C(OCc1cc2ccccc2[nH]c1=O)c1ccncc1
→ -0.6	1.7
- O=c1cc(NCc2ccco2)[nH]c(=O)n1-c1ccc(Br)cc1
→ 6.3	14.0
- CSC1=C(C#N)C(c2ccc(C)cc2)C2=C(CCCC2=O)N1 (stereo not drawn)
→ -1.5	-6.4
- COc1ccccc1S(=O)Cc1ccc(C(=O)NCc2ccccc2Cl)o1 (stereo not drawn)
→ -0.1	5.6
- Cn1c(=O)c2cc(S(=O)(=O)NCCC(=O)Nc3ccccc3F)ccc2n(C)c1=O
→ 1.2	5.2
- CN1CCN(CCCNC(=O)c2ccc(CSCc3cccc(Cl)c3)o2)CC1
→ 0.2	3.3
- Cc1cc(C(F)(F)F)n2ncc(C(=O)O)c2n1
→ 0.5	5.5
- CCOP(=O)(c1ccc(N(C)C)cc1)C(O)c1cc(OC)c(OC)c(OC)c1 (stereo not drawn)
→ -2.6	-3.6
- CC(=O)c1cccc(NC2c3ccccc3C(=O)N2Cc2ccc3c(c2)OCO3)c1 (stereo not drawn)
→ 1.2	11.6
- Clc1ccc(OCc2nnc3n2N=C(c2ccc4c(c2)OCCO4)CS3)c(Cl)c1
→ 27.2	30.9
- COc1ccc(C)cc1NCc1cccc(OC)c1OC
→ 1.4	-2.3
- Cc1ccc(-c2nc(NC(=O)CSc3nnc4scc(-c5ccccc5)n34)ns2)cc1
→ -5.5	-14.8
- CN(C)c1ccc(NC(=O)c2cc3c(=O)n4ccccc4nc3n2C)cc1
→ -2.7	-48.7
- CCn1cc(C2=NOC(C(=O)Nc3cccc(C(C)=O)c3)C2)c(C)n1 (stereo not drawn)
→ -7.7	-20.5
- COc1ccc(C2C(C(=O)NCCN(C)C)c3ccccc3C(=O)N2C)cc1OC (stereo not drawn)
→ -4.9	-9.1
- CCOC(=O)N1CCN(c2c(NCCN3CCCCC3CC)c(=O)c2=O)CC1 (stereo not drawn)
→ 8.6	27.7
- CC(C)N(Cc1nc(-c2ccccc2)no1)C(=O)CCCN1C(=O)c2ccccc2C1=O
→ -0.2	1.8
- C/C=C(\CS(=O)(=O)c1ccccc1)S(=O)(=O)c1ccccc1
→ -0.2	11.7
- CCNc1nc(SCCOc2ccc(C)cc2)nc(N(C)C)n1
→ -0.3	2.1
- CCOC(=O)C1CCN(C(c2cc3cc(C)cc(C)c3[nH]c2=O)c2nnnn2C2CCCCC2)CC1 (stereo not drawn)
→ 3.9	12.3
- COc1cc(C(=O)Nc2ccc(-c3nc4cc(C)ccc4o3)c(O)c2)cc(OC)c1OC
→ -1.1	-16.2
- CCOC(=O)CNC(=O)Cn1c(C)cc2ccccc2c1=O
→ 0.1	0.1
- CC1=C(C(=O)OC(C)C)C(c2cccs2)n2ncnc2N1 (stereo not drawn)
→ 1.4	4.6
- CNc1nnc(-c2cccc(N(C)C)c2)s1
→ -0.8	-11.9
- CCOC(=O)c1cc2sc(C)cc2n1C(C)C(=O)OCC (stereo not drawn)
→ 1.8	-7.1
- O=C(CSc1nnc(Cc2cc(=O)[nH]c(=O)[nH]2)n1-c1ccccc1)N1CCCc2ccccc21
→ 0.8	15.7
- CCCCS(=O)(=O)NC1=NCN(CCO)CN1
→ -0.6	-17.5
- O=C(CN1C(=O)c2cccc3cccc1c23)N1CCN(c2ccccc2)CC1
→ 0.1	2.8
- N#CCCn1cnc2ccccc21
→ 2.1	38.9
- O=C(NC1CCCC1)C1CC(=O)N(C2CCCCCCC2)C1 (stereo not drawn)
→ -1.4	1.4
- CCOC(=O)N1CCN(C(=O)Cn2nc(-c3ccc(Cl)cc3)ccc2=O)CC1
→ 0.7	-6.1
- CCN1CCN(c2nc3c(c(=O)n(C)c(=O)n3C)n2Cc2cccc3ccccc23)CC1
→ 3.2	6.8
- Cc1cc(C)n(C(=O)C2CCCN2S(=O)(=O)c2ccc(Cl)cc2)n1 (stereo not drawn)
→ -10.0	-16.9
- CCOC(=O)c1sc(C)nc1C1CCN(C(=O)OCC)CC1
→ -3.5	-17.2
- Cc1ccc(C)c(N2CCN(c3cc(C)nc4nnnn34)CC2)c1
→ -2.9	-12.2
- CCc1ccc(Cn2nnc(C(=O)Nc3ccc(OC)cc3OC)c2N)cc1
→ -0.4	1.1
- Cc1ccc(C)c(N(C)C(=O)COc2cc(=O)n(C)c3ccccc23)c1
→ -3.1	-14.0

Remaining list, next part:
Results follow in this order: QS inhibitor	QS inhibitor GFP MFI %
- COc1ccccc1N1CCN(c2nc3ccccc3nc2C(C#N)C(=O)OC(C)C)CC1 (stereo not drawn)
→ -8.2	-26.5
- COc1ccccc1Nc1ncc(C(=O)N2CCC(C(N)=O)CC2)c2ccccc12
→ 8.3	16.4
- COCCn1c(SCC(=O)Nc2ccc3c(c2)OCCO3)nnc1-c1c[nH]c2ccccc12
→ 0.7	-15.7
- COc1ccc(C(CCc2ccc(C)o2)NC(=O)Nc2ccc(OC)cc2OC)cc1 (stereo not drawn)
→ -0.8	-3.3
- CSc1ccc(NC(=O)N2CC(C)OC(C)C2)cc1 (stereo not drawn)
→ 0.0	1.1
- COc1ccc(Nc2cc(C)nc3nc(C)nn23)c(OC)c1
→ -0.2	3.7
- Cc1ccccc1C(=O)NC1CCN(CC(=O)Nc2nccs2)CC1
→ 3.2	7.2
- COc1ccc(-c2cc(C(F)F)n3ncc(C(=O)N4CCN(C(=O)c5ccco5)CC4)c3n2)cc1
→ 3.1	6.5
- C/C(O)=C(/N=O)C(=O)Nc1ccccc1
→ -3.7	-12.4
- Cc1ccc2c(c1)N(CCC(=O)NCc1ccco1)C(=O)CO2
→ 6.2	14.7
- Cc1cc(C)n(Cc2ccc(C(=O)NCc3ccco3)o2)n1
→ -1.4	0.7
- COCCn1c(=O)[nH]c2cc(C(=O)NCCN3CCN(c4ccccc4)CC3)ccc2c1=O
→ -2.4	-18.1
- CC1CCc2nn(CC(=O)N3CCCCCC3)cc2C1 (stereo not drawn)
→ -1.9	-1.9
- O=CNCC(=O)NCCc1ccc(Cl)cc1
→ 3.8	15.4
- COc1cccc(-c2cc(C(=O)NCCN3CCOCC3)no2)c1
→ 1.5	7.4
- COc1ccc(Br)cc1C(=O)Nc1nnn(C)n1
→ -3.2	-8.7
- CCSc1nnc(NC(=O)C2CCCCC2C(=O)OCC(F)(F)C(F)F)s1 (stereo not drawn)
→ -1.0	-7.0
- O=C1N(CCCCN2C(=O)C3(OCCO3)c3ccccc32)c2ccccc2C12OCCO2
→ -0.2	-18.8
- CSCCC(NS(=O)(=O)c1cccs1)C(=O)NCc1cccs1 (stereo not drawn)
→ -4.5	-1.8
- COC(=O)C1(S(=O)(=O)c2cc(Br)cc3c2N(C(C)=O)CC3)CC1
→ 1.9	0.3
- O=C(CCN1C(=O)C2C3C=CC(C3)C2C1=O)N1CC(=O)N(CCc2ccccc2)C(=O)C1 (stereo not drawn)
→ 0.4	-9.3
- Cc1nc2sccn2c(=O)c1CCN1CCC(=C(c2ccc(F)cc2)c2ccc(F)cc2)CC1
→ 12.5	22.8
- O=C(Cn1ncn2c(cc3ccccc32)c1=O)NCc1ccco1
→ -0.8	-22.0
- Cc1nc2scc(-c3cccs3)c2c(=O)n1-n1cccc1
→ 0.5	3.2
- c1coc(-c2nnc(NC3=NCCC3)o2)c1
→ -0.6	-6.9
- CCCCN(C)c1nc(-c2ccco2)c2c(c1C#N)CC(C)(C)OC2
→ 0.2	2.8
- COc1ccc(Br)cc1CNC(=O)C1CCN(S(=O)(=O)N2CCCCC2)CC1
→ 1.6	7.5
- CSC1=NCCN1C(=O)c1c(-c2ccccc2Cl)noc1C
→ 0.0	-0.2
- COCCNC(=O)Cn1cc2c(n1)CCC(C)C2 (stereo not drawn)
→ -2.5	-6.0
- Cc1nn(CC(=O)O)c2ccccc12
→ -1.9	-10.4
- COc1ccc(NC(=O)CN2CCN(c3ccc(F)cc3)CC2)cc1Cl
→ 0.1	6.2
- Cn1c(SCC(=O)Nc2ccc3c(c2)OCO3)nnc1-c1cnccn1
→ -0.1	22.2
- Cc1nc2sc(C(c3ccco3)N3CCOCC3)c(O)n2n1 (stereo not drawn)
→ 0.1	2.3
- CCCCOc1ccc(NC(=O)Cn2c(=O)ccc3c(C)cc(C)nc32)cc1
→ -1.8	-3.2
- COc1nonc1NCn1nc(C)cc1C
→ 1.5	13.5
- O=S(=O)(c1ccc2c(c1)OCCO2)N1CCC(n2nnc3cc(F)ccc32)CC1
→ -0.2	30.5
- Cc1ccc(-c2noc(CSc3nc(N)cc(N)n3)n2)cc1
→ 4.2	10.8
- CCOC(=O)C1CCN(S(=O)(=O)c2cc(Cl)c(C)cc2OC)CC1
→ -1.8	-19.6
- O=c1c2ccccc2nc(SCc2nc(-c3ccccc3)no2)n1-c1ccc(F)cc1
→ 4.5	24.3
- CCn1cc(C2Nc3ccccc3C(=O)N2O)c(C)n1 (stereo not drawn)
→ 0.6	4.3
- COCCn1c(C)cc(C(=O)CSc2nc3ccccc3c(=O)[nH]2)c1C
→ -0.6	-59.1
- Cc1cccc(NC(=O)c2cc3n(n2)C(C(F)(F)F)CC(c2ccc4c(c2)OCO4)N3)c1 (stereo not drawn)
→ 22.8	24.2
- Cc1cc(=O)n2nc(N3CCCC(C(=O)N4CCc5ccccc54)C3)sc2n1 (stereo not drawn)
→ -0.6	5.0
- CSC1=NCCN1C(=O)c1c(F)cccc1F
→ -0.3	12.9
- COc1cc2cc(C(c3nnnn3C3CCCC3)N3CCCCCC3)c(=O)[nH]c2cc1OC (stereo not drawn)
→ 1.8	9.1

Entries of single compounds as entered above.
CNc1nnc(-c2cccc(N(C)C)c2)s1 across the screens: QS inhibitor: -0.8; QS inhibitor GFP MFI %: -11.9
CCC(C)C(=O)Nc1nc2c(s1)C(=O)CC(C)(C)C2 (stereo not drawn) across the screens: QS inhibitor: -0.7; QS inhibitor GFP MFI %: 1.0

Returning to the listing, starting 6 compounds before the break.
Results follow in this order: QS inhibitor	QS inhibitor GFP MFI %
- CCn1cc(C2Nc3ccccc3C(=O)N2O)c(C)n1 (stereo not drawn)
→ 0.6	4.3
- COCCn1c(C)cc(C(=O)CSc2nc3ccccc3c(=O)[nH]2)c1C
→ -0.6	-59.1
- Cc1cccc(NC(=O)c2cc3n(n2)C(C(F)(F)F)CC(c2ccc4c(c2)OCO4)N3)c1 (stereo not drawn)
→ 22.8	24.2
- Cc1cc(=O)n2nc(N3CCCC(C(=O)N4CCc5ccccc54)C3)sc2n1 (stereo not drawn)
→ -0.6	5.0
- CSC1=NCCN1C(=O)c1c(F)cccc1F
→ -0.3	12.9
- COc1cc2cc(C(c3nnnn3C3CCCC3)N3CCCCCC3)c(=O)[nH]c2cc1OC (stereo not drawn)
→ 1.8	9.1
- COc1cc(OC)cc(C(=O)N2CCN=C2SCc2cccnc2)c1
→ -5.4	-11.1
- CCOC(=O)c1c(NC(=O)c2ccn(CC)n2)sc2c1CCCC2
→ 0.0	43.9
- CN(CCNC(=O)C1CCN(S(=O)(=O)N2CCOCC2)CC1)CCc1ccccc1
→ -3.7	-21.8
- CSCCC1(C(=O)O)NC(c2ccccc2O)C2C(=O)N(C(C)C)C(=O)C21 (stereo not drawn)
→ 7.7	18.3
- Cn1c(C(=O)NCC2CCCO2)cc2c(=O)n3ccccc3nc21 (stereo not drawn)
→ 4.5	16.1
- CCC1SC2=NCN(c3ccccc3)CN2C1=O (stereo not drawn)
→ -1.1	-5.1
- CC1CCCCC1NC(=O)C1Cc2ccccc2CN1S(C)(=O)=O (stereo not drawn)
→ 18.4	31.1
- N#CC1=C2SCN(c3ccccc3)CN2C(=O)CC1c1c(Cl)cccc1Cl (stereo not drawn)
→ -5.0	-13.1
- CCOc1cccc(C(=O)Nc2cc(-c3nn4c(C)nnc4s3)ccc2C)c1
→ -0.6	-2.2
